# KB-3-1 cytotox – KB-3-1 parental cell cytotoxicity. KB-3-1 viability, CellTiter-Glo ATP luminescence, 72 h. Potency, µM (series often up to 46.1 µM), for the others: at the top dose activity change, negative = cytotoxic, usual class: cytotoxic. hit rate 1.4% among 400,000. AID 1347075; also: potency is read from the fitted curve at half-maximal effect; % is scaled to controls: 0 for no effect and ±100 for the full control effect; nearly all actives have a fitted effect of over 60% in size
#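 KB-3-1 parental drug-naive adenocarcinoma cells in DMEM/10% FBS, incubated 72 h at 37 C with pin-transferred compounds across a concentration series. Viability by CellTiter-Glo luminescence; concentration-response curves fitted after normalization.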
# KB-V1 MDR tox – kills drug-selected multidrug resistant KB-V1 cells; KB-V1 MDR cells viability, CellTiter-Glo, 72 h; hit rate 3.4% among 400,000; Potency, µM (doses to about 46.1 µM), inactives show at the top dose activity change, negative = cytotoxicity, hits mostly cytotoxic; AID 1347076; also: potency is read from the fitted curve at half-maximal effect; % is scaled to controls: 0 for no effect and ±100 for the full control effect; nearly all actives have a fitted effect of over 60% in size
#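 Potencies derive from concentration-effect curves fitted to normalized luminescence (CellTiter-Glo) of KB-V1 cells treated for 72 h at 37 degrees C in phenol-red-free DMEM containing 10% FBS.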
# IL-1B inflam inh – blocks inflammasome-driven IL-1 beta release. activity change, % at 57.5 µM. THP-1 LPS/ATP IL-1B secretion, AlphaLISA, 16 h; active compounds read low. hit rate 4.7% among 360,000; in the data active = activity change below about -50%; inconclusive = mostly about -30% to -49%; also: % is scaled to controls: 0 for no effect and ±100 for the full control effect
#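 Secreted IL-1B measured by AlphaLISA bead assay after 16 h compound exposure of THP-1 cells; compounds (final up to 57.5 uM) added 1 h before LPS (250 ng/mL) and ATP (1.25 mM) stimulation; lower signal means less secretion.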
# HT1080NT lethal – kills 2HG-producing HT-1080-NT fibrosarcoma cells; hit rate 1.6% among 360,000; HT-1080-NT fibrosarcoma viability, CellTiter-Glo ATP luminescence, 48 h; Potency, µM (doses to about 46.1 µM), inactives show at the highest dose activity, negative = less viability, usual class: cytotoxic;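 also: NT is the 2HG producing partner of a matched IDH1 knockdown line; potency is read from the fitted curve at half-maximal effect; 0% = DMSO-treated cells and -100% = media-only wells without cells; nearly all actives have a fitted effect of over 55% in size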
#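 Compounds were tested in concentration-response format on HT-1080-NT cells for 48 hours at 37 degrees C. Cell viability came from CellTiter-Glo luminescence; curves were classified by r2, response magnitude and activity.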
# DRD3 agonist – D3 dopamine receptor (human) agonism; P35462; D3R DiscoveRx beta-arrestin cells, luminescence, 90 min; hit rate 0.58% among 410,000; max activation, %; in the data active = max activation above about 30%; also: 0% is about no effect; mostly tested at two doses, the higher about 12 µM
# Target sequence (P35462 whole entry, looked up): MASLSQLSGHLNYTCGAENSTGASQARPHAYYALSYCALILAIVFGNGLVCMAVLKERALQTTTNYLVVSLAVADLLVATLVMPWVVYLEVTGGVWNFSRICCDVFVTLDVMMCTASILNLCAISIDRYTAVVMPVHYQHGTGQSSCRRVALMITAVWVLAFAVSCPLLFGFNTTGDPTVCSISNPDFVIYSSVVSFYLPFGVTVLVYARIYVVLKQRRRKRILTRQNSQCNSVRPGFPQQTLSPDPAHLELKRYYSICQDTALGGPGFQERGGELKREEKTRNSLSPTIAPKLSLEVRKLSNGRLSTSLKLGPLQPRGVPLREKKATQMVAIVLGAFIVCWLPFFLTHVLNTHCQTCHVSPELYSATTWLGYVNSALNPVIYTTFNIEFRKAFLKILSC
#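 Cells at 1500/well, incubated overnight, then treated with pinned compounds (dopamine as control) for 90 min at 37 degrees C. DiscoveRx reagent added for 30 - 60 minutes at room temperature; luminescence read.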
# SW480 rerep – inducers of DNA re-replication in SW480 colon cancer cells; SW480 DNA re-replication, Hoechst DNA content imaging, 48 h; Potency, µM (titrated, usually from 46.1 µM), inactives show at the highest dose re-replication activation, actives largely listed as activators; hit rate 1.8% among 340,000; also: potency is read from the fitted curve at half-maximal effect; % of control where 0% means no effect; nearly all actives have a fitted effect of over 55% in size
#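 Image-based read-out: total Hoechst fluorescence of nuclei (405 nm excitation, 500-530 nm emission), with hits raising the fraction of high-intensity nuclei. SW480 colon cells incubated 48 hr with compounds at 37 C.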
# D3 antag – antagonists of human D3 dopamine receptor. D3R cells, DiscoveRx beta-arrestin luminescence, antagonist mode; active compounds read low. max response, negative = inhibition, %. hit rate 2.5% among 360,000; in the data active = max response below about -50%; inconclusive = no clear call, values can overlap the other calls; also: % is scaled to controls: 0 for no effect and ±100 for the full control effect; mostly tested at two doses, the higher about 12 µM
#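 Cells expressing the human receptor were seeded at 1500 cells/well, incubated overnight at 37 degrees C in 5% CO2, then exposed to library compounds with dopamine controls for 90 minutes at 37 degrees C before luminescent detection.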
# GLP-1R agonist – activates the human GLP-1 receptor. P43220. HEK293 GLP-1R CRE-luciferase, luminescence, 4-6 h; cells express a hypersensitive GLP-1R form. Potency, µM (series often up to 45.6 µM), for inactives: at the top dose activation, most hits filed as activators. hit rate 0.007% among 380,000; also: potency is read from the fitted curve at half-maximal effect; % of control where 0% means no effect
# Target sequence (P43220 whole entry, looked up): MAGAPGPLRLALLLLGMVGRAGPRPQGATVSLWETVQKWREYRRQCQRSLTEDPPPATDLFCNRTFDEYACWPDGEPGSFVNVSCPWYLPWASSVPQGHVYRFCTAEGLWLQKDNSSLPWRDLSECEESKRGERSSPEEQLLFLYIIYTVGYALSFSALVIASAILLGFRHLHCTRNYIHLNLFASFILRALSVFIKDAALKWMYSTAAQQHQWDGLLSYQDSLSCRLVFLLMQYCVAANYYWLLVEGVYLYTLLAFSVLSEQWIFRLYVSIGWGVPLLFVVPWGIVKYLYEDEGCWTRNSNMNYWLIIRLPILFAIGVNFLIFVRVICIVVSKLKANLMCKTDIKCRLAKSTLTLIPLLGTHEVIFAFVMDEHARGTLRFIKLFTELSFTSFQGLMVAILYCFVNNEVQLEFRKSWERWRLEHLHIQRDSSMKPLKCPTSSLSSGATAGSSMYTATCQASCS
# HT1080 IDH1KD tx – toxicity to HT-1080 IDH1 knockdown cells (counter line); HT-1080 IDH1 knockdown viability, ATP luminescence, 48 h; Potency, µM (titrated, usually from 46.1 µM), for the others: top-dose activity, negative = toxicity, usual class: cytotoxic; hit rate 2% among 360,000; AID 686971;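 also: potency is read from the fitted curve at half-maximal effect; 0% = DMSO wells and -100% = cell-free medium wells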
#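 CellTiter-Glo luminescence after 48 h compound exposure at 37 degrees C of IDH1-knockdown HT-1080 cells in 5% FBS RPMI. %Activity scaled between DMSO wells and cell-free media wells, with curves fitted and assigned curve classes.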
# The depositor's hits bear a star; ? = inconclusive; · = not tested or not shown; [ ] = dose if it differs, or a comment. Unless noted, calls follow the shape of the dose curve; as a rule, active = well fitted curve in the direction sought with a large enough effect; inconclusive = small, poorly fitted or top-dose-only effect, or another doubt; inactive = no such curve, though single readings can be large; an effect the other way counts as inactive or inconclusive.
smiles	KB-3-1 cytotox	KB-V1 MDR tox	IL-1B inflam inh	HT1080NT lethal	DRD3 agonist	SW480 rerep	D3 antag	GLP-1R agonist	HT1080 IDH1KD tx
Cc1c(C(=O)N2CCCCCC2)oc2ccccc12	17%	?	0	-3%	-9	-5%	26	18%	?
O=C(N=C1N=C2C=CC=CN2Cc2ccccc21)c1ccc(S(=O)(=O)N2CCOCC2)cc1	-4%	0%	30	5%	-6	5%	-5	15%	-5%
Cc1nnc(NC(=O)C2CC(=O)N(c3ccc4c(c3)OCCO4)C2)s1 (stereo not drawn)	13%	?	-6	1%	-3	9%	17	-1%	0%
c1csc(CCCN2CCCCC2)c1	9%	-6%	-8	-3%	-15	3%	-9	14%	-3%
COC(=O)[C@H](C)NC(=O)c1cc2c(cn1)[nH]c1ccccc12	6%	-9%	-85*	18%	-7	0%	0	19%	-3%
Cc1cc(NC(=O)C(C)SCC(=O)N(C)CC(=O)Nc2ccc(Br)cc2C)no1 (stereo not drawn)	5%	-1%	0	-6%	-14	4%	-25	-8%	0%
CCN(CC)C(=O)Cn1cc(C(=O)C(=O)NCCc2ccc(S(N)(=O)=O)cc2)c2ccccc21	1%	-7%	10	0%	1	-23%	-4	-3%	0%
CCCCCCCN1CCN=C1Nc1ccccc1	-14%	-30%	?	-1%	-41	4%[9.22 µM]	0	-4%	-3%
CCOC(=O)N/N=C/c1ccc(OC)c(O)c1	6%	0%	-13	10%	2	-5%	8	3%	9%
COc1ccc(C(=O)Nc2ccc(S(=O)(=O)N3CCc4ccccc43)cc2)cc1	2.9µM*	2.6µM*	-23	-3%	3	6%	5	-3%	?
Cc1cccc(C(=O)N(Cc2nc3ccccc3c(=O)[nH]2)C2CCCC2)c1	-4%	?	-19	-19%	-5	-32%	1	4%	-23%
Cn1[nH]c(C(F)(F)F)cc1=O	1%	?	-10	-3%	-2	0%	-2	-8%	-1%

# Rewritten with two lines to a compound: two of the compounds above
# Screens in order: KB-3-1 cytotox | KB-V1 MDR tox | IL-1B inflam inh | HT1080NT lethal | DRD3 agonist | SW480 rerep | D3 antag | GLP-1R agonist | HT1080 IDH1KD tx
- CCN(CC)C(=O)Cn1cc(C(=O)C(=O)NCCc2ccc(S(N)(=O)=O)cc2)c2ccccc21
→ 1% | -7% | 10 | 0% | 1 | -23% | -4 | -3% | 0%
- CCCCCCCN1CCN=C1Nc1ccccc1
→ -14% | -30% | ? | -1% | -41 | 4%[9.22 µM] | 0 | -4% | -3%

# Other compounds:
smiles	KB-3-1 cytotox	KB-V1 MDR tox	IL-1B inflam inh	HT1080NT lethal	DRD3 agonist	SW480 rerep	D3 antag	GLP-1R agonist	HT1080 IDH1KD tx
Cn1c(N)c(C(=O)COC(=O)c2ncc(Cl)c(Cl)c2Cl)c(=O)n(C)c1=O	-3%	-16%	-15	-8%	2	-3%	-7	5%	-11%
CN(C)c1nc(Nc2ccc(F)cc2)nc(Oc2ccc(F)cc2)n1	1%	-12%	11	-16%	0	4%	6	8%	-17%
CCCn1c(NC(=O)c2ccc(F)cc2)nc2ccccc21	2%	-26%	29	3%	5	0%	9	4%	0%
COc1ccc(S(=O)(=O)N(C)C[C@H]2Oc3c(NC(=O)c4ccncc4)cccc3C(=O)N([C@H](C)CO)C[C@@H]2C)cc1	18%	18%	-9	1%	6	-7%	-13	4%	7%
CCOC(=O)c1cnc(SCC(=O)Nc2ccc(NC(C)=O)c(OC)c2)nc1N	0%	10%	6	-1%	5	3%	-13	10%	2%
CN(CCNC(=O)c1cc2c(-c3ccccc3F)nn(C)c2s1)C1CCCCC1	-7%	-2%	?	-25%	-7	9%	?	-8%	-6%
Cc1ccc(-n2c(N)c(C(=O)N3CCOCC3)sc2=S)c(C)c1	1%	?	-3	13%	4	-2%	29	-1%	4%
Cc1ccccc1NC(=O)COC(=O)Cc1ccsc1	-3%	1%	-1	6%	1	-4%	2	8%	8%
CCOC(=O)C1CCN(C(=O)CN(c2ccc(Oc3ccccc3)cc2)S(C)(=O)=O)CC1	1%	-5%	1	-13%	4	-1%	4	2%	-18%
O=C(CN1C(=O)CCC1=O)Nc1cccc(NC(=O)CN2C(=O)CCC2=O)c1	22%	?	0	1%	4	-8%	9	2%	-1%
O=C(CC[C@H]1O[C@@H](n2cnc3c(NC(=O)c4ccccc4)ncnc32)[C@H](O)[C@@H]1O)NCc1ccc(OC(F)(F)F)cc1	0%	-4%	-2	0%	-3	·	-13	-1%	23%
CC(=O)C[C@H]1SC[C@@H](C(C)C)N1S(=O)(=O)c1ccc(C)cc1	-17%	?	8	-2%	-5	·	6	·	8%
COc1ccc(Cn2nc(-c3ccccc3)c(N3CCCCC3)cc2=O)cc1	-14%	?	-232*	?	-7	-5%	3	12%	?
COC(=O)c1ccc(C2c3[nH]c4ccccc4c3C[C@H]3C(=O)N(C4CC4)CC(=O)N23)cc1 (stereo partly drawn)	5%	?	-27	-11%	5	-4%	21	0%	-5%
O=C(NCCCO)c1ccc2[nH]c3ccccc3c2c1	13%	0%	-7	8%	1	0%	23	0%	7%
O=C(COC(=O)c1cc[n+]([O-])cc1)Nc1ccc([N+](=O)[O-])cc1C(F)(F)F	15%	0%	2	11%	2	0%	-12	-1%	11%
O=C(CSC(=S)N1CCCC1)NCC(=O)Nc1ccc(F)c(F)c1	1%	5%	0	-8%	3	1%	20	8%	-2%
COc1ccc(C(=O)NCC(c2ccc(F)cc2)N2CCOCC2)cc1S(=O)(=O)N1CCCC1 (stereo not drawn)	10%	22%	-12	0%	8	-29%	8	-8%	-5%
O=C(Nc1ccc(Cl)cc1)N(C1=NCCC1)c1ccc(OC(F)F)cc1	-5%	?	-17	7%	-13	-1%	-23	-3%	8%
O=C(NCc1ccc(Cl)cc1)c1cc(-c2ccco2)on1	4%	-27%	-5	0%	-5	-8%	3	0%	2%
CC(=O)c1cccc(NC(=O)CCC(=O)Oc2ccc(C)cc2)c1	14%	0%	32	5%	3	-2%	1	-5%	19%
O=C(CN(c1ccc(F)cc1)S(=O)(=O)c1ccc2c(c1)OCCO2)NCC1CCCO1 (stereo not drawn)	-5%	?	-17	-18%	-27	0%	-18	1%	-24%
Cc1ccc(Nc2nnc(-c3ccncc3)s2)c(Br)c1	9%	1%	6	-2%	-10	-3%	-3	4%	4%
Cc1ccccc1CS(=O)(=O)c1nnc([C@H](CC(C)C)NC(=O)OC(C)(C)C)o1	?	8%	-67*	11µM*	-59	?	-66*	-30%[inhibitor]	4µM*
CCOC(=O)C1=NOC(CNc2ncc(C(F)(F)F)cc2Cl)C1 (stereo not drawn)	-1%	18%	-5	10%	-4	-1%	-21	7%	14%
COc1cccc(N2CCN(C(=O)C3C4C=CC5(CN(Cc6ccccc6Cl)C(=O)C35)O4)CC2)c1 (stereo not drawn)	5%	0%	-15	-1%	10	-4%	18	-4%	9%
CCOc1ccccc1NC(=O)Cn1c(=O)ccc2cc(S(=O)(=O)N3CCCC3)ccc21	-8%	-4%	·	·	-9	·	·	-7%	·
CCOC(=O)c1sc2nc(C)nc(N3CCCCC3C)c2c1C (stereo not drawn)	0%	-6%	30	-20%	0	4%	11	22%	-28%
Cc1cc(/C=N/NC(=O)c2ccccc2F)c(C)n1-c1ccccc1	-17%	2%	-25	-11%	-12	-6%	?	-2%	0%
COc1cc(-c2noc(CCCC(=O)Nc3ccc(C(N)=O)cc3)n2)cc(OC)c1OC	-9%	?	?	0%	4	-11%	7	12%	-15%
CCOc1cc(/C=C(\C#N)C(=O)Nc2ccccc2C)ccc1OCc1cc(=O)n2nc(CC)sc2n1	-5%	-12%	·	·	-13	·	·	1%	·
O=C(c1cccc(S(=O)(=O)N2CCc3ccccc32)c1)N1CCN(CCO)CC1	-3%	-8%	9	-6%	-4	-5%	9	3%	-9%
CCOc1cc(C(F)(F)F)cnc1/C(N)=N/O	0%	0%	5	17%	0	-11%	-12	1%	9%
O=C(Nc1cccc(Br)c1)c1ccc(CSc2ccccc2)cc1	-19%	?	-5	-4%	4	1%	-15	5%	1%
CC(=O)N1N=C(c2ccccc2)CC1c1ccccc1[N+](=O)[O-] (stereo not drawn)	17%	-24%	27	-4%	-1	-5%	9	-6%	-3%
N#Cc1ccc(-c2ccc(OCC(=O)Nc3cccnc3)cc2)cc1	·	·	-52*	?	9	-2%	7	-1%	?
CCOc1ccc(-c2nnc3sc(COc4ccc(C)cc4)nn23)cc1	2%	-1%	0	18%	0	-6%	7	-9%	15%
Cc1nnc(SCC(=O)NC2CCCCC2)[nH]c1=O	8%	-3%	-2	1%	2	-1%	-4	0%	1%
CCOc1ccc(-c2n[nH]c(=S)n2Cc2ccccc2)cc1	-5%	3%	-13	-3%	-17	-4%	-14	-4%	0%
O=C(c1ccc([N+](=O)[O-])cc1)N1CCN(C(=O)c2ccco2)CC1	-9%	0%	-6	11%	-8	6%	-20	1%	0%
Cc1c(Cl)cnc(NC(=O)COC(=O)CCc2nc3ccccc3s2)c1Cl	26%	7%	8	3%	-4	-11%	-11	-2%	5%
COc1cc(/C=N/NC(=O)c2cccnc2)cc(Br)c1O	6%	?	2	-2%	-1	2%	-5	-6%	6%
CCCS(=O)(=O)NC(=O)C1(C)CCCN(C(=O)c2oc3ccccc3c2C)C1 (stereo not drawn)	0%	5%	11	23%	-6	·	-20	-5%	4%
O=C(CNC(=O)c1ccc(F)cc1)N/N=C/c1cc(Br)ccc1OC(=O)/C=C/c1ccco1	?	-29%	149	?	-16	?	-27	-2%	?
O=C(OCC(=O)N(CCc1ccccc1)Cc1ccccc1)c1ccccc1NCCO	6%	-20%	12	-20%	3	18%	50	6%	-16%
COC(=O)c1ccccc1Oc1cc(C(F)(F)F)nc(-c2ccccn2)n1	-9%	-28%	-4	12%	-10	-5%	1	7%	0%
